# Screening data as filed in PubChem.
# NCI-60 one-dose screen, 48 h, at 10 µM unless noted. Numbers give growth in % (100 = growth as untreated, 0 = no growth, -100 = all killed).
# MALME-3M = MALME-3M melanoma; 5.8% of 78,000 active
# UACC-62 = UACC-62 melanoma. 5.4% of 81,000 active
# LOX IMVI = LOX IMVI melanoma | 7.4% of 79,000 active
# SK-MEL-5 = SK-MEL-5 melanoma; 6.4% of 80,000 active; AID 1794755
# HS 578T = HS 578T breast cancer. 4.1% of 78,000 active
# SK-MEL-2 = SK-MEL-2 melanoma; 4.7% of 77,000 active
# UACC-257 = UACC-257 melanoma; AID 1794764; 4.4% of 78,000 active
# SK-MEL-28 = SK-MEL-28 melanoma. AID 1794761. 4.1% of 81,000 active
# * marks the source's active call; other numbers are inactive results; x = not tested or not shown; & = joins results of further samples; [ ] = remark or other dose. Rule for the calls: active = growth percent below 10; inactive = the rest.
# Values in the order: MALME-3M, UACC-62, LOX IMVI, SK-MEL-5, HS 578T, SK-MEL-2, UACC-257, SK-MEL-28
> COc1ccc(-c2nc3ncccn3c2-c2nnc(-c3ccsc3C)o2)cc1
  80.8, 78.3, 88.4, 81.0, 56.4, 90.5, 78.4, 78.2
> C#CC[C@@H]1C[C@]2(C)[C@H]3CC=C4[C@H]5[C@@H](C)[C@H](C)CC[C@]5(C(=O)NCCCCN)CC[C@@]4(C)[C@]3(C)CC[C@H]2C(C)(C)[C@H]1OC(C)=O
  98.9, 105.8, 18.6, 94.9, 101.9, 100.8, 114.9, 100.5
> Cc1cc2cn3c4ccc(O)cc4nc(N)c3c2cc1C
  39.6, 46.9, 27.4, -62.4*, -16.3*, x, 53.1, -4.4*
> CCn1c2ccccc2c2ccc(C(C)=O)cc21
  113.2, 97.9, x, 94.4, 143.9, 112.2, 108.0, 105.9
> CC1(c2cc3cc(Cl)ccc3oc2=O)NC(=O)c2c(/C=C/C(=O)OC3CC4CCC3(C)C4(C)C)cccc2N1 (configuration not stated)
  84.6, 62.6, 78.9, 61.2, 72.8, 53.7, 57.2, 75.4
> Cn1c(=O)sc2ccccc21
  102.3, 101.6, 96.3, 106.8, 97.8, 105.9, 101.6, 106.3
> CCOC(=O)c1c2ncccc2n2c(=O)n(-c3cccc(OC)c3)nnc12
  122.2, 85.5, 86.0, 95.6, 94.2, 112.9, 105.6, 115.1
> Cc1nonc1C(=O)C1[C@H]2[C@@H]1C(=O)O[C@@H]2CO (some centres not stated)
  107.9, 97.8, 98.9, 102.1, 102.4, 116.1, 101.6, 103.6
> CCOC(=O)/C=C1\S/C(=N\Nc2cc(=O)[nH]c3ccc(C)cc23)N(Cc2ccccc2)C1=O
  95.9, 94.1, 97.2, 102.3, 96.0, 107.4, 95.8, 107.0
> CC(O)Cc1cccs1 (configuration not stated)
  101.4, 101.3, 102.0, 103.9, 113.2, 124.0, 115.3, 114.7
> CC1=NN(c2cc(S(=O)(=O)O)ccc2Cl)C(=O)C1
  98.4, x, 96.4, 109.9, 104.5, 108.6, x, 110.4
> O=C(Nc1ccccc1C1=NCC(CO)O1)c1ccccc1 (configuration not stated)
  112.4, 85.8, 109.1, 99.6, 106.9, 107.2, 108.4, 106.5
> O=C(/C=C/c1ccccc1)c1ccc(O)c(CN2CCN(c3cc4c(cc3F)c(=O)c(C(=O)O)cn4C3CC3)CC2)c1
  18.9, 21.3, 6.3*, -42.1*, 31.0, 22.8, 31.7, 46.5
> CC(=O)Nc1ccc(F)c(F)c1
  92.1, 100.3, 96.2, x, 99.4, 103.4, 100.1, 92.2
> O=c1c2ccccc2oc2cc(Br)ccc12
  139.6, 100.3, 97.0, 105.4, x, 103.0, 105.6, 120.5
> CON1CCC[C@]2(C)[C@H]3CC[C@@H]4[C@H]5[C@@H](O)C(C)(C)CC[C@]5(CO)CC[C@@]4(C)[C@]3(C)CC[C@H]2C1(C)C
  110.1, 96.0, 87.7, 101.8, 108.0, 103.1, 97.5, 106.9
> O=C1OCc2cccc3cccc1c23
  106.7, 95.5, 103.1, 101.1, 101.9, 123.5, 94.3, 106.7
> c1ccc(CCn2nnc3c(Nc4ccc(N5CCCCC5)cc4)ncnc32)cc1
  93.3, 74.8, 90.5, 81.0, 88.6, 91.2, 97.8, 103.2
> OCc1cnccc1Nc1ccccc1
  112.4, 99.4, 99.9, 100.9, 105.5, 102.0, 85.1, 98.3
> N#Cc1c(-c2cc(=O)oc3ccc(Cl)cc23)c(C#N)c2c(C#N)c(N)nn2c1N
  92.9, 108.0, 99.5, 100.0, 113.0, 94.4, 100.3, 117.1
> CCCCCC/C=C1\CCC(CN2CCCC2)C1=O (configuration not stated)
  119.1, 99.2, 59.8, 96.9, 96.3, 113.5, 92.1, 113.9
> CCOC(=O)/C=C/c1ccc(O)c(OC)c1
  117.0, 94.2, 106.4, 105.6, x, 103.7, 84.0, 113.1
> O=C(NCCN1CCCCC1)n1cc(-c2ccncc2)c(-c2ccc(O)c(Cl)c2)n1
  120.5, 95.7, 96.1, 104.2, 94.8, 89.1, 107.6, 108.2
> COc1ccc(-c2nn(-c3cccc(Cl)c3)cc2C2CC(c3ccccc3)=NN2C(C)=O)cc1 (configuration not stated)
  46.8, 83.5, 76.7, 77.2, 43.2, -2.7*, 86.2, 69.9
> Cn1c(=O)c2[nH]c(C3CCCCC3)nc2n(C)c1=O
  98.0, 96.5, 105.6, 102.5, 108.5, 101.8, 106.1, 103.5
> Cc1nn2c(-c3nc4cc(Cl)c(F)cc4[nH]3)c(-c3ccccc3)nc2s1
  109.4, 84.9, 88.1, 94.5, 108.5, 93.1, 90.7, 105.3
> O=C(Nc1cccc2c1C(=O)c1cccc(Cl)c1C2=O)c1ccccc1
  35.2, x, 81.5, 92.4, x, 105.5, 110.9, 115.2
> C=C1C(=O)O[C@H]2[C@H]1CC/C(COC(=O)c1ccc(C(=O)O)s1)=C\CC[C@@]1(C)O[C@@H]21
  3.1*, 3.2*, -55.2*, 91.4, 37.6, 49.5, 52.7, 11.7
> CCOC(=O)c1cn(CCN2CCOCC2)c2nc(NCc3ccc(OC)c(OC)c3)nn2c1=O
  103.9, 100.5, 93.2, 97.1, 105.8, 96.6, x, 105.0
> CC(=O)CC(=O)C(F)(F)F
  107.9, 100.7, 101.2, 101.3, 109.6, 120.6, 97.3, 97.0
> Clc1ccc2c(NCCCN3CCOCC3)c3oc4ccc(Cl)cc4c3nc2c1
  89.3, 98.7, -82.8*, 74.2, 84.0, 121.8, 102.4, 80.4
> CC(C)=CCC/C(C)=C/COC(=O)[C@H](C)NC(=O)[C@@H]1CCCN1C(=O)CNC(=O)C(C)(C)C
  92.4, 92.7, 104.4, 103.4, 98.1, 104.3, 97.7, 106.6
> CCOC(=O)c1c(O)cc(-c2ccc(F)cc2)cc1-c1sc(N(C)Cc2ccccc2)nc1Cl
  93.1, 87.1, 98.8, 97.5, 93.9, 99.7, 93.2, 98.6
> C=C(C)[C@@H]1CC=C2c3sc(-c4ccc(Oc5ccc(C(F)(F)F)cn5)cc4)nc3C[C@@H](C)[C@]2(C)C1
  97.3, 71.9, 91.4, 91.8, 89.6, 112.2, 89.9, 106.3
> COc1cc(/C=N/NC(=O)Cn2cnc3c(c(C)nn3-c3ccccc3)c2=O)ccc1O
  98.9, 95.1, 91.0, 96.0, 74.2, 104.4, 91.3, 87.8
> CC1CC(C)(C)NC(=S)O1 (configuration not stated)
  106.7&150.2, 107.3&99.6, 99.2&101.3, 117.1&111.2, 113.5, 95.9&118.0, 113.0&68.1, 111.1&110.3
> COC(=O)c1ccc2c(c1)nc(-c1ccc(OC)cc1)n2-c1cc(C(C)(C)C)[nH]n1
  94.9, 78.3, 87.5, 81.3, 75.1, 79.4, 97.4, 100.9
> O=C(Nc1ncc([N+](=O)[O-])s1)c1c(-c2ccccc2)noc1CO
  91.7, 95.7, 93.9, 89.3, 92.2, 106.9, 101.7, 95.8
> CC(=O)OC[C@@H]1O[C@H](n2cc(COc3ccc(C=O)cc3)nn2)[C@@H](OC(C)=O)[C@H](OC(C)=O)[C@H]1OC(C)=O
  97.9, 99.7, 95.8, 104.6, 106.8, 100.6, 100.7, 108.2
> CC(=O)NC1=C(C#N)C(c2ccccc2Cl)c2ccc3ccccc3c2O1 (configuration not stated)
  101.7, 94.3, 94.9, 105.0, 93.2, 116.6, 104.5, 108.5
> CC(=O)NC1C(=O)OC(C(O)CO)C1O (configuration not stated)
  94.7, 92.1, 97.7, 95.9, 99.5, 105.0, 93.2, 110.8
> CCOC(=O)c1cnc2c(C)cccc2c1Nc1ccc(C(C)=O)cc1
  -81.0*, 12.3, -88.5*, -91.8*, 25.6, -76.2*, -58.4*, -93.0*
> NC(=O)c1c(NC(=O)COC(=O)Cc2ccccc2F)sc2c1CCC2
  109.4, 97.0, 110.2, 91.1, 109.0, 99.9, 4.1*, 97.2
> Cc1ccc(NC2=CC(=O)C(=O)c3ccccc32)c(C)c1
  62.5, -59.5*, -23.2*, -97.3*, 79.5, 76.6, 23.1, x
> CCCCCCCC/C=C\CCCCCCCCCCCCOc1ccccc1CCOP(=O)(O)OCC[N+](C)(C)C
  101.3, 92.9, 95.7, 98.3, 95.8, 91.9, x, 98.9
> C=C(C)CCCC(C)CC#N (configuration not stated)
  88.0, 110.5, 99.2, 99.7, 110.2, 97.4, 104.1, 106.3
> CC(=O)CSc1nc2sc3c(c2c(=O)n1-c1ccccc1)CCC(C)C3 (configuration not stated)
  120.2, 77.7, 84.0, 90.3, 112.9, 97.3, 104.8, 101.6
> Cc1ccc(S(=O)(=O)O[C@H]2CCCC[C@H]2OS(=O)(=O)c2ccc(C)cc2)cc1
  92.4, x, 96.6, 94.9, x, 82.4, 112.7, 106.2
> Cn1c(=O)[nH]c(=O)c2nc(CCC(=O)NCCC(=O)O)c(=O)[nH]c21
  98.9, 105.2, 98.6, 103.4, 89.8, 105.6, 101.1, 102.8
> C[N+]1(Cc2ccc([N+](=O)[O-])cc2)CCC(CCC2CC[N+](C)(Cc3ccc([N+](=O)[O-])cc3)CC2)CC1 (configuration not stated)
  87.9, 94.2, 104.3, 97.0, 104.9, x, 89.5, 96.4

# Individual results from the entries so far:
# NC(=O)c1c(NC(=O)COC(=O)Cc2ccccc2F)sc2c1CCC2 in UACC-257: 4.1*
# CC(=O)CSc1nc2sc3c(c2c(=O)n1-c1ccccc1)CCC(C)C3 (configuration not stated) in UACC-257: 104.8
# CC(=O)NC1C(=O)OC(C(O)CO)C1O (configuration not stated) in UACC-62: 92.1

# Continued.
compound | MALME-3M | UACC-62 | LOX IMVI | SK-MEL-5 | HS 578T | SK-MEL-2 | UACC-257 | SK-MEL-28
C1=C2CCCCC3=Cc4ccccc4OC23Oc2ccccc21 | 113.7 | 73.7 | 88.1 | 82.2 | 92.2 | 95.1 | 94.3 | 111.2
CCCCOC(=O)CCC(C)=O | 98.6 | 108.9 | 103.6 | 105.5 | x | 122.8 | 98.8 | 103.8
O=S(=O)(Cc1ccccc1)c1ccccc1 | 105.8 | 111.2 | 106.7 | 104.0 | 132.6 | 114.0 | 107.5 | 98.5
CCN(CC)c1ccc(/C=C2\SC(=S)N(NC(=O)CSc3nnc(Cc4ccccc4Nc4c(Cl)cccc4Cl)n3-c3ccccc3)C2=O)cc1 | 97.7 | 99.3 | 92.1 | 96.6 | 95.0 | 99.3 | 101.7 | 105.9
CC(C)Sc1nc(-c2ccc(F)cc2)c(C#N)c(N2CCCCC2)n1 | 105.0 | 84.9 | 104.2 | 104.3 | 116.7 | 97.6 | 104.1 | 109.9
CCCCCCOC(=O)c1cc(-c2ccc(F)cc2)nc2ccccc12 | 97.1 | 79.0 | 91.3 | 99.7 | 94.1 | 101.2 | 99.1 | 107.3
O=[N+]([O-])c1ccccc1Sc1cccc(Sc2ccccc2[N+](=O)[O-])n1 | 91.2 | 69.2 | 77.0 | 76.2 | 64.5 | 90.9 | 80.6 | 95.5
Cn1cc(-c2nnc(-c3ccccc3)s2)c2cc(Br)cnc21 | 69.9 | 69.5 | 83.3 | 74.1 | 79.9 | 100.4 | 100.3 | 97.6
COc1ccc(N2C(=O)NC(c3ccccc3)=CC2c2ccc(Cl)cc2)cc1 (configuration not stated) | 100.4 | 81.3 | 89.8 | 88.4 | 110.1 | 105.0 | 82.0 | 107.9
O=C(CSc1nnc(Cc2ccccc2Nc2c(Cl)cccc2Cl)n1-c1ccccc1)N1N=C(c2ccc3ccccc3c2)CC1c1ccc(Cl)cc1 (configuration not stated) | 95.4 | 87.6 | 94.0 | 104.3 | 110.9 | 103.4 | 117.4 | 111.8
Cc1ccc(NC(=O)CSc2nnc3n(Cc4ccccc4)c(=O)c4c(C)c(C(N)=O)sc4n23)cc1 | 11.4 | 55.8 | 59.9 | 77.1 | 7.0* | 44.4 | 56.4 | 13.9
CCOC(=O)c1ccccc1C | 133.9 | 111.9 | 100.8 | 114.7 | 112.4 | 120.0 | 114.3 | 121.8
CCOc1ccc(C(=O)NC(=S)Nc2ccc(S(N)(=O)=O)cc2)cc1 | 87.6[100 µM] | 94.8[100 µM] | x | 88.1[100 µM] | 89.2[100 µM] | 103.5[100 µM] | 90.6[100 µM] | 106.9[100 µM]
COc1c(Br)c(Br)c(Br)c(OC)c1OC | 108.9 | 85.4 | 93.9 | 107.7 | 110.7 | 106.1 | 105.6 | 108.3
CCCCCCC(c1ccc(N(C)C)cc1)c1ccc(N(C)C)cc1 | 96.0 | 105.3 | 101.5 | 101.4 | 108.0 | 101.3 | 100.8 | 93.3
N#Cc1nc(-c2ccccc2)oc1N1CCC[C@H]1CO | 92.1 | 92.0 | 92.3 | 107.7 | 96.4 | 127.0 | 105.9 | 101.1
CC(=O)Nc1ccc2c(c1)Cc1ccc(Cl)cc1-2 | x | 89.5 | x | 103.7 | 102.7 | 96.4 | 83.0 | 104.7
CC(=O)Nc1cc2c(c([N+](=O)[O-])c1C)C(C)(C)CC2(C)C | 103.8 | 83.2 | 92.0 | 103.2 | 96.4 | 95.8 | 86.7 | 116.3
Cc1cc(C)c2c(Nc3ncnc4c3sc3ncccc34)onc2n1 | 115.7 | 104.4 | 100.1 | 100.9 | 108.9 | 107.2 | 98.7 | 100.6
O=C(NC(CSC(=O)c1ccccc1)C(=O)O)OCc1ccccc1 (configuration not stated) | 108.4 | 99.5 | 100.9 | 102.6 | 106.8 | 94.1 | 101.2 | 101.3
O=C(NC1c2ccccc2Oc2ccccc21)OCCBr | 93.2 | 100.5 | 102.9 | 104.6 | 111.6 | 102.0 | 97.5 | 98.3
COc1ccc([C@@H]2c3[nH]c4ccccc4c3C[C@H]3C(=O)N(C4CCN(Cc5ccccc5)CC4)CC(=O)N23)c(OC)c1 | 86.6 | 81.8 | 81.4 | 80.0 | 74.5 | 101.2 | 99.3 | 100.4
c1ccc(CCNCc2cccs2)nc1 | 108.5 | 95.2 | 98.8 | 101.0 | 125.5 | 98.7 | 103.8 | 116.9
